HSF1 inhib – HSF1 inhibition | NIH3T3-HGL HSE-luciferase, MG132-induced, luminescence 8 h; active compounds read low | activity change, negative = inhibition, % at 7.5 µM (by protocol) | hit rate 0.77% among 300,000;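 active = more than half of replicate wells show activity change below -50%, luminescence cut by over half; inconclusive = some wells, but at most half, below -50%; inactive = no replicate well below -50%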;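 also: luciferase reports HSF-1 transcriptional activity via heat shock element; 0% = median of DMSO wells and -100% = zero luminescence signal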
HSF-1 act – increases HSF-1 driven luciferase reporter signal. hit rate 1.7% among 300,000. activation, % at 9 µM. NIH3T3-HGL HSF-1 luciferase reporter, MG132, 8 h; 100% = twice DMSO control signal;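 active = mean replicate activation of at least 50% with a set share of replicates each reaching 50%; inconclusive = only one of those two conditions met; inactive = mean below 50% and too few replicates reaching it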;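 also: 0% = median of the neutral control wells and 100% = twice that signal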
Platelet DG rel – modulates dense granule release in human platelets. inhibition, %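 (compounds screened at 7.5 µM in platelet-rich plasma)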. human platelet-rich plasma, SFLLRN dense granule ATP release, luminescence. AID 1663. hit rate 0.22% among 300,000;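 active = mean replicate score, as percent of positive control, at or above 50; inconclusive = mean below 50 but at least one replicate at or above 50; inactive = mean and every replicate below 50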
HDAC3 inh – blocks human histone deacetylase 3; O15379; recombinant HDAC3, fluorogenic peptide/trypsin coupled, fluorescence; inhibition, % at 8.3 µM; hit rate 0.15% among 320,000; in the data active = inhibition above about 26%, passing the limit was not always enough; inconclusive = no clear call, values can overlap the other calls
Target sequence (O15379 whole entry, looked up): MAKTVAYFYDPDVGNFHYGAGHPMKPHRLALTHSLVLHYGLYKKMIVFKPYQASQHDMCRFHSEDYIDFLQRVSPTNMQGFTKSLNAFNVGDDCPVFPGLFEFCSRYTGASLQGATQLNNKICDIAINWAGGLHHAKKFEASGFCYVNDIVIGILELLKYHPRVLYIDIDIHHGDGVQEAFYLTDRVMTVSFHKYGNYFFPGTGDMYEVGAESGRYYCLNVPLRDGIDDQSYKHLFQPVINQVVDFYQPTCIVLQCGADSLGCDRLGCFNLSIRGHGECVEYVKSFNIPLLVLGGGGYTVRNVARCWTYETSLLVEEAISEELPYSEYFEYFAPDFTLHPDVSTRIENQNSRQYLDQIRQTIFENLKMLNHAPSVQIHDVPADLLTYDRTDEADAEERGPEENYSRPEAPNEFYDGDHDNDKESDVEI
aSyn UTR inh – 5' untranslated region of α-synuclein, MLPCN primary screen. alpha-synuclein 5'UTR reporter, inhibitor activity. inhibition, % (tested at 7.5 µM). hit rate 0.82% among 300,000. AID 1813; in the data active = inhibition above about 60%; inconclusive = no clear call, values can overlap the other calls;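 also: H4 neuroglioblastoma cells stably carrying SNCA 5'UTR luciferase fusion; 0% = DMSO wells and 100% = positive control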
HSP90 refold inh – HSP90 refolding inhibition in rabbit reticulocyte lysate. luciferase refolding luminescence, 3 h. inhibition, % at 5.6 µM. hit rate 0.91% among 290,000;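 active = inhibition above the screen-wide mean plus 3 SD, computed separately per campaign, cut at about 16% in these data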;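 also: 0% = DMSO wells and 100% = 60 µM geldanamycin wells; inhibitors lower the luminescence because luciferase stays unfolded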
HIF activator – HIF pathway transcriptional activation; U2OS HRE-luciferase reporter, luminescence; normalized: DMSO 0%, desferrioxamine 100%; hit rate 0.32% among 300,000; AID 1910; activation, % at 7.5 µM (by protocol);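 active = mean activation of at least 10% of the iron chelator positive control signal, with at least half of replicates also reaching 10%; inconclusive = mean and replicate majority disagree about reaching 10%; inactive = mean and most replicates under 10%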
IEC-6 cytotox – kills IEC-6 intestinal cells in KLF5 counter-screen | AID 1825 | inhibition, % at 5 µM | hit rate 0.78% among 290,000 | IEC-6 cytotoxicity, luminescence viability; in the data active = inhibition above about 22%;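 also: 0% = plate median of test compound wells and 100% = cytotoxic reference compound wells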
KLF5 inhibitor – kruppel-like factor 5 inhibition; hit rate 0.23% among 290,000; inhibition, % at 5 µM; DLD-1 KLF5 promoter-luciferase reporter, luminescence; AID 1700;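 active = inhibition above a per-plate limit of that plate's mean compound inhibition plus 3 SD, cut at about 60% in these data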;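 also: 0% = DMSO wells and 100% = LY294002 at 200 µM; higher means less KLF5 promoter-driven luciferase light; inactives centre near -14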
AI-2 QS mod – modulators of Vibrio harveyi AI-2 quorum sensing system; Vibrio harveyi JMH597 AI-2 luminescence/OD600 ratio, 9 h; active compounds read low; strain lacks LuxN and CqsS sensors; 0 = neutral-control median; activity change, % at 7.5 µM; hit rate 0.4% among 300,000; in the data active = activity change below about -75%, passing the limit was not always enough; inconclusive = no clear call, values can overlap the other calls;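 also: luminescence divided by OD600 gain over 9 h not by final OD600 alone; inactives centre near 13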
* marks the source's active call; other numbers are inactive results; ? = inconclusive; nt = not tested or not shown.

SMILES	HSF1 inhib	HSF-1 act	Platelet DG rel	HDAC3 inh	aSyn UTR inh	HSP90 refold inh	HIF activator	IEC-6 cytotox	KLF5 inhibitor	AI-2 QS mod
Cc1ccc(N2CC(C(=O)Nc3cc(C)on3)CC2=O)cc1 (stereo not drawn)	4	-13	6	-4	3	2	-0.2	-3	13	20
Cc1cccc(C)c1NC(=O)N1CCC(n2c(=O)[nH]c3ccccc32)CC1	0	-2	-4	0	-18	-4	0.3	-2	-32	0
CCOC(=O)CNC(=S)N(Cc1ccc(C)cc1)Cc1ccc(C)o1	48	48	-2	5	-1	0	-0.1	0	-31	4
Cc1ccc(NC(=O)C(=O)NCc2ccc(/C=N/NC(=O)c3c(C)nc4cc(C)ccn34)o2)cc1	6	4	-3	0	-24	0	1.9	-6	-40	16
Cc1cc(-n2c(SCC(=O)Nc3ccc(F)c(F)c3)nc3n[nH]c(C)c3c2=N)ccc1Cl	-1	-4	-3	-13	51	-8	-3.1	0	-12	38
Cc1cccn2c(=O)c3cc(C(=O)NCCN4CCOCC4)c(=N)n(CCCN4CCOCC4)c3nc12	0	-5	2	-69	-7	4	0.7	6	-10	-4
O=C(CCC(=O)c1ccc(F)cc1)NCc1ccccc1C(F)(F)F	3	5	-4	0	-16	3	0.3	0	-23	6
CCOC(=O)Cc1cnc(NC(=O)NC(C(=O)OCC)(c2ccccc2)C(F)(F)F)s1 (stereo not drawn)	52	113*	-5	7	6	-2	0.0	6	-25	63
Cc1ccc(OCCC(=O)Nc2ccc(F)c(F)c2)cc1	3	1	1	4	28	1	0.8	0	7	-86*
CN(CC(=O)Nc1cccc(F)c1)C(=O)Cn1c(=O)cnc2ccccc21	-3	-3	-1	-5	-14	nt	-1.6	nt	nt	7
CC(=O)CN1C(=O)NC2(CCCc3ccccc32)C1=O (stereo not drawn)	-4	5	-2	5	12	2	-0.9	0	-31	9
O=C(CN(C(=O)CNS(=O)(=O)c1ccc(F)cc1)c1ccc(F)cc1)NCc1ccco1	2	13	2	2	-8	2	0.1	1	-3	3

A different layout for 2 compounds above.
CN(CC(=O)Nc1cccc(F)c1)C(=O)Cn1c(=O)cnc2ccccc21
  HSF1 inhib: -3 | HSF-1 act: -3 | Platelet DG rel: -1 | HDAC3 inh: -5 | aSyn UTR inh: -14 | HSP90 refold inh: nt | HIF activator: -1.6 | IEC-6 cytotox: nt | KLF5 inhibitor: nt | AI-2 QS mod: 7

CC(=O)CN1C(=O)NC2(CCCc3ccccc32)C1=O (stereo not drawn)
  HSF1 inhib: -4 | HSF-1 act: 5 | Platelet DG rel: -2 | HDAC3 inh: 5 | aSyn UTR inh: 12 | HSP90 refold inh: 2 | HIF activator: -0.9 | IEC-6 cytotox: 0 | KLF5 inhibitor: -31 | AI-2 QS mod: 9

Continuation.
SMILES	HSF1 inhib	HSF-1 act	Platelet DG rel	HDAC3 inh	aSyn UTR inh	HSP90 refold inh	HIF activator	IEC-6 cytotox	KLF5 inhibitor	AI-2 QS mod
CN(C)/C=C1\C(=O)N(c2ccc(F)cc2F)C(c2cccnc2)S1(=O)=O (stereo not drawn)	-1	3	-10	-4	-9	-2	-0.3	3	13	9
CC1CCC(NC(=O)Cn2c(=O)[nH]c3ccsc3c2=O)CC1 (stereo not drawn)	7	16	2	5	-130	-3	0.6	-2	-11	8
COc1cccc(-c2nc(-c3ccncc3)no2)c1	13	41	18	1	-114	1	4.2	-4	-80	18
Clc1ccccc1OCc1nc(-c2ccccn2)no1	28	60*	6	-4	-48	8	0.3	3	-164	-59
CCC1C(=O)N(c2nc(C)cc(C)n2)N=C1C (stereo not drawn)	-4	-8	12	6	4	0	-0.3	-2	-18	22
O=C(COc1cccc2cccnc12)N/N=C/c1cccn1-c1ccc(F)cc1	2	-17	2	9	14	4	-0.1	6	-10	-6
O=C(Nc1cccc(N=Cc2cc(Cl)cc(Br)c2O)c1)c1ccco1	nt	nt	-3	-9	1	4	nt	-3	-4	10
CCOC(=O)N1CCN(S(=O)(=O)N2CCCC(C(=O)NCCc3ccc(Cl)cc3)C2)CC1 (stereo not drawn)	7	3	-5	4	21	-6	-0.4	-9	-1	19
COC(=O)c1nn(-c2ccccc2)c(=O)cc1Oc1ccc(Cl)cc1	-8	-5	3	6	-6	-2	-0.8	-2	2	13
CCN(CC)CCN1C(=O)C2C(C(=O)Nc3cccc(C)c3)C3C=CC2(O3)C1C(=O)NC1CCCC(C)C1C (stereo not drawn)	-2	6	3	-1	19	-1	-0.2	-10	-23	6
COCCn1c(C)cc(C(=O)CSc2nc3ccccc3c(=O)[nH]2)c1C	16	29	-5	?	-152	-5	1.6	0	-44	31
CCn1cc(S(=O)(=O)Nc2cc(C)ccc2F)cn1	-5	-7	-1	-8	-21	10	-0.1	-2	-19	-1
NNC(=S)NCCc1ccccc1	3	27	-5	-5	-13	-5	0.1	5	-39	25
CCOC(=O)c1cc(C)sc1NC(=S)Nc1ccccc1	18	-2	-6	9	-1	0	-0.4	2	-26	-8
O=C(O)CC/C(=N\NC(=O)c1ccccc1Br)c1ccccc1	6	17	14	-2	15	-2	0.4	-9	2	21
COc1ccc(-n2c(=O)c3ccccc3n(CC(=O)Nc3cccc(OC)c3)c2=O)cc1	-7	3	8	-7	9	-6	-2.0	-3	-26	34
CCC(=O)N(Cc1cc2cc(OC)ccc2[nH]c1=O)c1ccc(C)cc1	0	0	-2	-8	17	-1	0.4	2	-24	11
CCC(=O)O/N=C(\N)c1ccc(Oc2cc(C)c(Cl)c(C)c2)c([N+](=O)[O-])c1	-14	-17	18	1	18	0	-1.0	1	-29	14
O=c1c2sccc2nc(SCc2cc(=O)n3ccccc3n2)n1Cc1ccccn1	12	24	12	4	-39	0	2.0	2	-39	32
O=C(Nc1ccccc1O)c1ccc(Cl)cc1	3	13	-1	91*	-255	2	8.9	7	-96	12
COc1cc(/C=N/Nc2cc(C)nc(N)n2)ccc1O	4	8	5	6	-52	-4	1.5	0	-30	-7
CCSc1nnc(NC(=O)c2cnccn2)s1	-1	-3	-1	1	-43	nt	0.3	nt	nt	-2
O=C(NCCCN1CCCC1=O)NC12CC3CC(CC(C3)C1)C2	-1	-13	0	-11	13	1	-0.6	5	-10	1
Cc1ccc(C)c(S(=O)(=O)NCC(c2ccco2)N2CCc3ccccc3C2)c1 (stereo not drawn)	4	12	-2	-2	7	nt	-50	nt	nt	26

Given with each value named: part of the list above.
SMILES: COCCn1c(C)cc(C(=O)CSc2nc3ccccc3c(=O)[nH]2)c1C
- HSF1 inhib: 16
- HSF-1 act: 29
- Platelet DG rel: -5
- HDAC3 inh: ?
- aSyn UTR inh: -152
- HSP90 refold inh: -5
- HIF activator: 1.6
- IEC-6 cytotox: 0
- KLF5 inhibitor: -44
- AI-2 QS mod: 31
SMILES: CCn1cc(S(=O)(=O)Nc2cc(C)ccc2F)cn1
- HSF1 inhib: -5
- HSF-1 act: -7
- Platelet DG rel: -1
- HDAC3 inh: -8
- aSyn UTR inh: -21
- HSP90 refold inh: 10
- HIF activator: -0.1
- IEC-6 cytotox: -2
- KLF5 inhibitor: -19
- AI-2 QS mod: -1
SMILES: NNC(=S)NCCc1ccccc1
- HSF1 inhib: 3
- HSF-1 act: 27
- Platelet DG rel: -5
- HDAC3 inh: -5
- aSyn UTR inh: -13
- HSP90 refold inh: -5
- HIF activator: 0.1
- IEC-6 cytotox: 5
- KLF5 inhibitor: -39
- AI-2 QS mod: 25
SMILES: CCOC(=O)c1cc(C)sc1NC(=S)Nc1ccccc1
- HSF1 inhib: 18
- HSF-1 act: -2
- Platelet DG rel: -6
- HDAC3 inh: 9
- aSyn UTR inh: -1
- HSP90 refold inh: 0
- HIF activator: -0.4
- IEC-6 cytotox: 2
- KLF5 inhibitor: -26
- AI-2 QS mod: -8

New compounds follow:
SMILES	HSF1 inhib	HSF-1 act	Platelet DG rel	HDAC3 inh	aSyn UTR inh	HSP90 refold inh	HIF activator	IEC-6 cytotox	KLF5 inhibitor	AI-2 QS mod
COc1ccc(CCNC(=O)c2ccc(CN3CCC(Cc4ccccc4)CC3)cc2)cc1OC	19	48	4	nt	-15	-2	0.1	5	-39	30
Cc1nn(C)c(C)c1/C=N/NC(=O)CCn1cc([N+](=O)[O-])cn1	-2	-5	9	-7	4	4	0.5	10	-24	3
O=C(c1cc2nc(-c3ccccc3)cc(-c3ccccc3)n2n1)N1CCN(C(=O)c2ccco2)CC1	-12	-3	4	-8	13	4	-0.7	6	-19	22
COc1cc2c(cc1OC)C(COc1ccc(C(C)C)cc1)NCC2 (stereo not drawn)	-4	7	0	-5	-28	-2	0.6	-3	-14	15
O=C(CNC1CCCCC1)Nc1cccc([N+](=O)[O-])c1	2	-10	-3	?	-28	nt	0.3	nt	nt	20
Fc1ccc(CNC(=S)Nc2ccccc2Cl)cc1	6	4	4	0	6	3	0.2	1	-29	-7
CN(C)C(=O)NC(Nc1cccc([N+](=O)[O-])c1)C(Cl)(Cl)Cl (stereo not drawn)	-5	21	3	0	-15	4	-0.2	6	-25	12
CCc1nnc(NC(=O)CSc2nnc(C)n2-c2ccc(C)cc2)s1	-5	1	10	0	13	-3	-0.1	0	-13	-1
CCOC(=O)C1(Cc2ccc(OC)cc2)CCN(C(=O)c2csc(C)n2)CC1	-41	-54	1	12	-17	-3	0.8	0	-9	38
c1cnn(-c2nc(N3CCOCC3)nc(N3CCOCC3)n2)c1	-8	-26	0	1	13	-2	-2.1	9	7	22
Cc1ccc(C)c(Oc2ccc(S(=O)(=O)N3CCN(C)CC3)cn2)c1	-3	-2	-4	-3	-7	nt	0.2	nt	nt	nt
O=C(NCc1cccc(CNC(=O)C(=O)NCC2CCCO2)c1)C(=O)NCC1CCCO1 (stereo not drawn)	nt	nt	-1	0	0	0	-0.2	-4	7	9
Cc1ccc(-c2cc(C(F)(F)F)n3nc(C(=O)Nc4ccon4)cc3n2)cc1C	nt	nt	-4	-3	-2	1	nt	-4	-47	7
O=C(c1cc2n(n1)C(C(F)(F)F)CC(c1ccc(F)cc1)N2)N1CCCC1 (stereo not drawn)	nt	nt	4	-1	-8	-1	0.2	0	-2	4
COC(=O)c1ccc(NC(=S)NNC(=O)c2ccccc2)cc1	7	35	-5	4	-41	0	1.0	-2	-40	84
O=c1cc(CSc2ccccc2)nc(-c2ccccc2)[nH]1	0	14	-8	-10	1	0	-0.2	0	-37	-1
O=C(OCc1nc2scc(-c3ccccc3)c2c(=O)[nH]1)c1cc([N+](=O)[O-])ccc1Cl	-2	18	-11	-7	15	-4	-0.3	3	5	-2
O=c1[nH]nc(SCc2nc3ccccc3s2)n1C1CC1	13	18	-1	-1	-144	1	3.0	-5	-33	19
O=C(N/N=C\c1ccc(Br)cc1)c1ccc(Cn2cccn2)o1	3	37	0	4	-26	-1	0.5	1	-33	8
COc1ccc(-n2ccnc(SCC(=O)NC3CCCCC3)c2=O)cc1	-5	6	4	0	18	-5	-1.1	-3	-31	1
